Myeloid diff MLP – compounds promoting myeloid differentiation; ER-HoxA9 myeloid progenitors, lysozyme-GFP differentiation, flow cytometry; calls only at 10 µM; actives 1% (n = 360,000); AID 624256;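 active = normalized GFP-positive differentiation at or above the plate's own cutoff, the solvent-only control mean plus 3 SD; inconclusive = no clear call, values can overlap the other calls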;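 note: cells exposed to compound for four days before flow analysis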
T cell HTS – modulates CD8 T cell binding to vesicles; 2C CD8+ T cell-vesicle binding, flow cytometry; active compounds read low; calls only at 7 µM; actives 0.068% (n = 330,000);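 active = response, share of CD8 T cells binding vesicles, and their 90th percentile fluorescence all below set limits, cut at about 80% in these data, passing the limit was not always enough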
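Assay system: 2C TCR transgenic mouse naive CD8+ T cells, MACS-purified | Read-out: CD8+ gate FL2 mean fluorescence as % of same-row positive control | Signal: High-throughput flow cytometry with anti-B7-1 and anti-CD8 staining | Timing: Binding step 1.5 h, 37 °C, antibody labelling 20 min, ice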
Rac1 GTP hydrolysis – MgcRacGAP GTPase-activating activity inhibitors, confirmation, biochemical, ADP Hunter fluorescence | MgcRacGAP-stimulated Rac1 GTP hydrolysis, ADP Hunter fluorescence; higher % means a stronger effect; GST-tagged Rac1 F28L mutant substrate | inhibition, % at 30 µM, or IC50 in µM where a hit was titrated | actives 0.6% (n = 340,000);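 active = first-screen hits whose inhibition reached a set limit at any dose in the follow-up dose series; inconclusive = inhibition above the set first-screen limit but never retested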;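 note: fluorescence reports GDP produced by GAP-driven GTP hydrolysis; strong numbers were not always called active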
WT yeast gro inh – growth inhibition of WT yeast, mitochondrial fusion screen; actives 2.1% (n = 190,000); inhibition, % at 10 µM; mitochondrial fusion phenotypic screen, WT strain; AID 1362; in the data active = inhibition above about 58%; tested in S. cerevisiae
SV40 large T antigen – SV40 large T antigen inhibitors, biochemical (AID 1903); SV40 large T antigen ATPase/helicase inhibition assay; higher % means a stronger effect; actives 0.39% (n = 310,000); one-dose inhibition, % at 20 µM; IC50 in µM for titrated hits; in the data active = a potency from the dose series; inconclusive = inhibition mostly from about 32% at the one dose, without a potency; inactive = the rest, 99 in 100 with inhibition below about 32%; note: strong numbers were not always called active
West Nile virus CPE – inhibition of WNV-induced cytopathic effect – cell-based, CPE readout (AID 1621); West Nile virus-infected cells, CPE inhibition; higher % means a stronger effect; one-dose CPE inhibition, % at 10 µM; IC50 in µM for titrated hits; actives 0.02% (n = 290,000); in the data active = a potency from the dose series; inconclusive = CPE inhibition mostly from about 3.7% at the one dose, without a potency; inactive = the rest, 99 in 100 with CPE inhibition below about 2.2%; note: strong numbers were not always called active
RSV antiviral HEp-2 – RSV antiviral activity via CPE protection, HEp-2 cells, primary 10 µM value included (AID 2391); CPE inhibition, % at 10 µM; hits with a dose series show IC50 in µM; HEp-2 cells, RSV-induced CPE inhibition; higher % means a stronger effect; actives 0.13% (n = 310,000); in the data active = a potency from the dose series; inconclusive = CPE inhibition mostly from about 23% at the one dose, without a potency; inactive = the rest, 99 in 100 with CPE inhibition below about 21%; note: strong numbers were not always called active
b-catenin transl – modulators of beta-catenin nuclear translocation | nuclear translocation activity, % at 5 µM | actives 0.3% (n = 190,000) | HeLa beta-catenin nuclear translocation, immunofluorescence imaging;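 active = nuclear translocation activity above 50% at 5 µM, with a well cell count of 50 or more; inconclusive = wells under 50 cells across six images, flagged as toxic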;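 note: per-cell ratio of nuclear to cytoplasmic median beta-catenin stain intensity; plate controls were DMSO negative control for no effect and GSK-3 inhibitor IX positive control for full effect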
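assay system = human HeLa cells, endogenous beta-catenin | times = compound treatment 24 h, 37°C, 5% CO2 | detection = Anti-beta-catenin immunofluorescence on PFA-fixed, Triton-permeabilized cells, DAPI nuclei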
PhoP inhibition – PhoP-dependent GFP reporter repression – Salmonella Typhimurium, primary screen (AID 1863); inhibition, % at 50 µM; hits with a dose series show IC50 in µM; S. Typhimurium PhoP-regulated promoter GFP reporter, 4 h; higher % means a stronger effect; actives 0.16% (n = 300,000);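 active = inhibition over 29.93%, a cutoff 3 SD above the screen mean, later confirmed by dose response; inconclusive = inhibition over 29.93% but no dose response follow-up; inactive = inhibition at most 29.93% or unconfirmed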;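 note: 0% = low Mg2+ inducing control and 100% = high Mg2+ repressing control; strong numbers were not always called active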
WT yeast gro inh mutant strain – further read-out of WT yeast gro inh, marked with its call; inhibition, %; mitochondrial fusion phenotypic screen, mutant strain inhibition
b-catenin transl cell count 5 µM – further read-out of b-catenin transl, marked with its call; cell count; measured here: cell count, cytotoxicity flag
T cell HTS vesicle-bound % – recorded beside T cell HTS, whose call it bears; double positive events, %; measured here: CD8+ vesicle-bound cell fraction;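 binding gate set so that unloaded-vesicle control wells show 10% double positive cells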
Myeloid diff MLP GFP+ MAC1+ % – second read-out of Myeloid diff MLP, no call of its own (marks repeat the call); GFP+ MAC1+ double positive, %; measured here: differentiation confirmed by MAC1 staining
* hit, by the source's call; i = inactive; ? = inconclusive; / = no result given.

Start of the listing, in advance (2 entries):
SMILES,Myeloid diff MLP,Myeloid diff MLP GFP+ MAC1+ %,T cell HTS,T cell HTS vesicle-bound %,Rac1 GTP hydrolysis,WT yeast gro inh,WT yeast gro inh mutant strain,SV40 large T antigen,West Nile virus CPE,RSV antiviral HEp-2,b-catenin transl,b-catenin transl cell count 5 µM,PhoP inhibition
Cc1cc(NC(=O)CSc2nc3ccccc3c(=O)n2Cc2ccccc2)no1,i,0.6,i,62,9%,-18,-1,3%,-0.6%,0.4%,0.6,831,-21%
COC(=O)CC1C(=O)NCCN1C(=O)c1ccc(Cl)cc1 (centres undefined),?,/,i,44,0%,/,/,5%,0.3%,-0.4%,/,/,-8%

This part in full (from the top)
SMILES,Myeloid diff MLP,Myeloid diff MLP GFP+ MAC1+ %,T cell HTS,T cell HTS vesicle-bound %,Rac1 GTP hydrolysis,WT yeast gro inh,WT yeast gro inh mutant strain,SV40 large T antigen,West Nile virus CPE,RSV antiviral HEp-2,b-catenin transl,b-catenin transl cell count 5 µM,PhoP inhibition
Cc1cc(NC(=O)CSc2nc3ccccc3c(=O)n2Cc2ccccc2)no1,i,0.6,i,62,9%,-18,-1,3%,-0.6%,0.4%,0.6,831,-21%
COC(=O)CC1C(=O)NCCN1C(=O)c1ccc(Cl)cc1 (centres undefined),?,/,i,44,0%,/,/,5%,0.3%,-0.4%,/,/,-8%
COc1ccc(N2CCN(Cc3cc(=O)oc4ccc(Cl)cc34)CC2)cc1,i,1.6,i,20,5%,-1,14,5%,-0.2%,1.5%,-3.4,1109,4%
Cc1ccc(CNC(=O)c2cc(=O)c3ccc(C)cc3o2)cc1,i,0.5,i,38,14%,/,/,9%,0.1%,9.4%,/,/,-5%
CC(=O)NNS(=O)(=O)c1ccccc1[N+](=O)[O-],i,0.2,i,30,4%,-10,8,2%,-0.5%,2.9%,-1.7,1158,-8%
O=C(Nc1ccc(NC(=O)N2CCN(c3ccccc3O)CC2)cc1)N1CCN(c2ccccc2O)CC1,i,1.3,i,51,13%,/,/,7%,-0.8%,0.1%,/,/,10%
Nc1nc(-c2ccc3ccccc3c2)cs1,/,/,i,8,3%,74,77,21%,-0.8%,17%,-6.8,1077,10%
O=c1[nH]c(SCc2ccc(Cl)cc2)nc2ccccc12,i,0.3,i,6,0%,16,15,5%,0.3%,2.6%,1.1,1020,10%
CC1(C)CC(CC(=O)Nc2ccccn2)C(=O)O1 (centres undefined),i,0.9,i,29,4%,-10,0,6%,0.5%,1.7%,1.9,1000,3%
CCOc1ccc(OCC(=O)NCCc2nc3ccccc3[nH]2)cc1,i,0.1,i,31,8%,7,7,5%,0.6%,0.3%,0.2,1349,0%
Cc1c([N+](=O)[O-])cc(C(=O)Oc2cccc(C(=S)N3CCOCC3)c2)cc1[N+](=O)[O-],i,0.9,i,59,8%,13,18,16%,0.0%,2.7%,0.4,1487,-2%
O=C(O)c1cc2sccc2s1,/,/,i,51,/,-1,14,3%,0.6%,0.7%,-0.7,1280,-10%
CN(C)S(=O)(=O)c1ccc(C(=O)Nc2nc(-c3ccccc3)c(C(=O)c3ccccc3)s2)cc1,i,2.1,i,54,-4%,-4,-23,-1%,-1.3%,0.8%,-1.4,984,16%
O=C(c1cc(-c2ccncc2)nc2ccccc12)N1CCN(c2ccccn2)CC1,i,2.6,i,9,15%,26,26,6%,0.8%,-0.2%,0.1,880,-6%
CC1CCN(c2ccc(N3C(=O)C4CCCCC4C3=O)cc2[N+](=O)[O-])CC1 (centres undefined),i,1.2,i,51,13%,-10,-21,8%,0.6%,1.4%,-4.7,513,-5%

(next part)
SMILES,Myeloid diff MLP,Myeloid diff MLP GFP+ MAC1+ %,T cell HTS,T cell HTS vesicle-bound %,Rac1 GTP hydrolysis,WT yeast gro inh,WT yeast gro inh mutant strain,SV40 large T antigen,West Nile virus CPE,RSV antiviral HEp-2,b-catenin transl,b-catenin transl cell count 5 µM,PhoP inhibition
COc1cc(C2CC(=O)n3c(nc4ccccc43)S2)cc(OC)c1OC (centres undefined),/,/,/,/,/,-10,1,3%,0.2%,/,-2.5,1125,1%
O=C(NC1CCCc2ccccc21)C1CCN(S(=O)(=O)c2cccc(C(F)(F)F)c2)CC1 (centres undefined),i,0.5,i,22,6%,6,4,5%,-1.1%,13%,2.5,877,-3%
Cc1cnc(=O)[nH]c1SCc1cccc(C(F)(F)F)c1,i,8.5,i,18,-1%,/,/,6%,0.4%,22%,/,/,2%
COC(=O)c1ccc(N2CCC(c3cc(-c4ccc(OC)cc4)n[nH]3)CC2)c([N+](=O)[O-])c1,i,2.5,i,35,3%,36,-8,18%,3.4%,3.7%,/,/,1%
COc1ccc(C(=O)NCCS(=O)(=O)N2CCc3ccccc3C2)c(OC)c1,i,0.8,i,31,4%,/,/,3%,/,2.9%,/,/,1%
COCCn1c(SCC(=O)N(C)c2ccccc2)nc2c([nH]c3ccccc32)c1=O,i,0.8,i,65,1%,/,/,-10%,-0.1%,0.9%,/,/,-1%
CC1CC(C)CN(C2CCCCC2NS(=O)(=O)c2ccc(Cl)cc2)C1 (centres undefined),/,/,i,64,4%,/,/,7%,-0.9%,2.8%,/,/,-5%
C=CCNC(=S)/N=c1/scc(C)n1C,i,0.2,i,61,11%,8,13,12%,-0.7%,-0.5%,-2.1,588,9%
Cc1nc2cc(-c3cccs3)[nH]n2c(=O)c1C,i,5.3,i,6,8%,-9,3,29%,-0.3%,-2.0%,/,/,-8%
O=C(COC(=O)c1cc(Cl)ccc1Cl)NCCN1C(=O)CSC1=O,?,/,i,49,-18%,-12,-7,-1%,0.4%,0.4%,-1.3,1018,-1%
COc1cc(CN2CCC(Cc3ccccc3)CC2)cc(OC)c1OC,i,1.3,i,41,22%,/,/,9%,-1.0%,-1.3%,/,/,-4%
Cc1ccc(S(=O)(=O)N2CCCC2)cc1C(=O)N1CCC(C)CC1,i,3.4,i,21,8%,/,/,16%,-0.5%,1.1%,/,/,0%
O=C(CCNC(=O)C1CCN(S(=O)(=O)c2ccccc2)CC1)NCc1cccc(C(F)(F)F)c1,i,1.5,i,61,11%,/,/,21%,0.3%,6.2%,/,/,-8%
CCn1nnnc1SCC(=O)NNC(=O)C1CCCCC1,i,0.9,i,47,4%,14,21,1%,0.3%,-0.2%,-2.0,1092,-2%
O=C(NCc1ccccn1)C(=O)NCC1OCCN1S(=O)(=O)c1ccc(F)cc1 (centres undefined),i,0.4,i,5,2%,/,/,21%,0.1%,1.6%,/,/,6%

(more compounds)
SMILES,Myeloid diff MLP,Myeloid diff MLP GFP+ MAC1+ %,T cell HTS,T cell HTS vesicle-bound %,Rac1 GTP hydrolysis,WT yeast gro inh,WT yeast gro inh mutant strain,SV40 large T antigen,West Nile virus CPE,RSV antiviral HEp-2,b-catenin transl,b-catenin transl cell count 5 µM,PhoP inhibition
COc1ccc(-n2c(C)ccc2C)c([N+](=O)[O-])c1,i,1.1,i,51,-8%,18,5,24%,-0.9%,0.8%,2.1,1049,6%
O=C(c1ccc(Oc2ccc([N+](=O)[O-])cc2Cl)cc1)N1CCCC1,i,0.8,i,56,6%,12,-11,16%,-1.6%,11%,-0.2,1030,3%
COc1ccc(N2CC(C(=O)Nc3cccc(S(=O)(=O)N4CCCC4)c3)CC2=O)c(OC)c1 (centres undefined),i,1.0,i,31,3%,/,/,15%,/,4.2%,/,/,-6%
CCn1c(=O)c2c(O)cc(=O)oc2c2ccccc21,i,0.9,i,9,1%,-7,2,-8%,1.6%,0.8%,/,/,41%
COc1ccc(-n2c(C)c(C(C)=O)c(C(C)=O)c2C)cc1,i,6.9,i,37,5%,-3,5,9%,-0.3%,3.4%,-2.9,1180,3%
Cc1cc(=O)[nH]c(N/N=C/c2ccccc2Cl)n1,i,0.3,i,8,/,/,/,7%,-0.5%,-0.1%,/,/,-3%
CCCCNC(=S)NNC(=O)c1cc(-c2ccncc2)nc2ccccc12,?,/,i,23,-4%,/,/,20%,-0.5%,2.8%,/,/,-1%
COc1ccc(CCN(C)C(=O)c2cc(-c3ccccc3)nc3ccccc23)cc1OC,i,1.4,i,11,6%,/,/,15%,0.4%,3.9%,/,/,-3%
COc1ccc(/C=C/c2nnc(NC(=O)COc3cccc(C)c3)s2)cc1,i,0.3,i,25,4%,-6,7,25%,-0.8%,4.3%,-1.9,1022,-9%
CCCC(NC(=O)c1ccco1)c1nc2ccccc2[nH]1 (centres undefined),i,1.0,i,7,10%,-3,-2,5%,0.9%,2.7%,-2.1,574,-6%
Cc1ccccc1-c1nc(CS(=O)CC(=O)NCCc2ccc(Cl)cc2)c(C)o1 (centres undefined),?,/,i,18,-14%,/,/,15%,-0.8%,2.2%,/,/,-9%
CCc1ccc(N(CC(=O)NC2CCCCC2)C(=O)CNC(=O)c2ccco2)cc1,i,0.2,i,21,6%,/,/,4%,-0.2%,1.3%,/,/,6%
CCOc1ccccc1NC1=CC(=O)CC(c2ccccc2)C1 (centres undefined),i,1.6,i,60,14%,1,12,8%,0.1%,2.5%,0.7,1351,-14%
CCOC(=O)N1CCN(CC(O)COc2c(OC)cccc2OC)CC1 (centres undefined),i,0.5,i,44,9%,17,6,10%,-0.3%,0.3%,-4.1,836,8%
COc1ccc(Cl)cc1NC(=S)NCc1ccco1,i,0.8,i,24,6%,-12,3,-4%,-0.4%,5.0%,/,/,5%
CS(=O)(=O)N1CCC(C(=O)Nc2ccccc2)CC1,i,1.2,i,35,4%,-12,3,7%,0.4%,1.8%,-1.9,1208,10%

Screens as filed in PubChem BioAssay.

Random draw from the library; overall some 3.6% were active at least once.
